Yp Topo-I inh = inhibitors of Yersinia pestis topoisomerase I; Y. pestis Topo-I cleavage product accumulation, plate reader; activity, % at 10 µM; 0.064% of 360,000 active; AID 504884; in the data active = activity above about 50%, passing the limit was not always enough; inconclusive = no clear call, values can overlap the other calls; also: inactives centre near 2
CCHF vOTU inh = CCHFV vOTU protease inhibition | Pep-AMC fluorescence | inhibition, % at 11.5 µM | 0.55% of 370,000 active; in the data active = inhibition above about 30%; also: 0% = vehicle wells with enzyme and 100% = no enzyme wells
FadD28 binding = blocks FadD28 binding to the bisubstrate probe; fluorescence polarization; inhibition, % at 12.5 µM; 0.22% of 360,000 active; in the data active = inhibition above about 8.5%, passing the limit was not always enough; inconclusive = no clear call, values can overlap the other calls
BoNT-F LC inh = blocks Botulinum neurotoxin F light chain protease. inhibition, % at 10 µM. 0.22% of 360,000 active. Multiplex microsphere protease cleavage assay, flow cytometry. AID 588497; in the data active = inhibition above about 35%, passing the limit was not always enough; inconclusive = no clear call, values can overlap the other calls; also: plate controls were buffer without enzyme for full effect and enzyme alone for no effect
PfHsp40 rescue = compounds rescuing yeast from Plasmodium falciparum HSP40 toxicity; S. cerevisiae expressing PfHsp40, growth rescue, ATP luminescence; growth rescue, % at 12.5 µM; 0.68% of 340,000 active; AID 504582; in the data active = growth rescue above about 28%, passing the limit was not always enough; inconclusive = no clear call, values can overlap the other calls;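 also: yeast W303a lacking pdr1 and pdr3 grown in galactose medium; growth measured after three days at 30 °C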
Anthrax LF prot = blocks Bacillus anthracis lethal factor protease; P15917; multiplex microsphere protease cleavage assay, LF; inhibition, % at 10 µM; 0.12% of 360,000 active; AID 588501; also: plate controls were buffer without enzyme for full effect and enzyme alone for no effect
Target sequence (P15917 whole entry, looked up): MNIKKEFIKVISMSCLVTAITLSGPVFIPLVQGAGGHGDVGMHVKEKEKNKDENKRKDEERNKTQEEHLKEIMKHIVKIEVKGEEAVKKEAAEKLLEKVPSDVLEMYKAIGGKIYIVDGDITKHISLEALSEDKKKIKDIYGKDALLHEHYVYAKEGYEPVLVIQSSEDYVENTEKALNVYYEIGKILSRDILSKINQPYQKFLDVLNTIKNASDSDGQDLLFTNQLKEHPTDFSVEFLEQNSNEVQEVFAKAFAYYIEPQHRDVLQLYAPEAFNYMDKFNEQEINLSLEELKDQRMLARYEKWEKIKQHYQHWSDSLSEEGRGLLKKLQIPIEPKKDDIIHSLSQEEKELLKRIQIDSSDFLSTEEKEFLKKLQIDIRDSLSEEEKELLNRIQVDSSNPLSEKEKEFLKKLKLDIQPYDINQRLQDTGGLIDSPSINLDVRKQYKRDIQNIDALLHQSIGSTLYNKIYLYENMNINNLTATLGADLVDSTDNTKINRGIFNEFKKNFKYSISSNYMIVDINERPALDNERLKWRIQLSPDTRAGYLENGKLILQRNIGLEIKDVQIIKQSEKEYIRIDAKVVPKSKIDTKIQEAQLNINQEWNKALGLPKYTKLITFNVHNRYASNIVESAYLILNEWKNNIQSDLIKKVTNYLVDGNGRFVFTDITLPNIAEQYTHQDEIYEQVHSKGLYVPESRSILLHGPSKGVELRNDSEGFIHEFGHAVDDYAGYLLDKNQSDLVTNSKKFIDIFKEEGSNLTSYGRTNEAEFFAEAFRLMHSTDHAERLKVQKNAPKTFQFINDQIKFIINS
PrPC surface inh = cell surface PrPC inhibition, primary TR-FRET screen | 0.43% of 370,000 active | P04156 | TR-FRET read-out | inhibition, % at 13.8 µM; in the data active = inhibition above about 24%; also: 0% = median of the test wells and 100% = reference compound wells
TcdB inh = blocks C. difficile toxin B glycohydrolase activity; P18177; TcdB glycohydrolase enzymatic assay, plate reader; inhibition, % at 9.99 µM; 0.24% of 350,000 active; AID 652162; in the data active = inhibition above about 10%
BoNT-A LC inh2 = BoNT A light chain protease inhibition; multiplex microsphere protease substrate cleavage, flow cytometry; inhibition, % at 10 µM; 0.17% of 360,000 active; AID 588499; also: plate controls were buffer without enzyme for full effect and enzyme alone for no effect
Starred values were filed as active, the others as inactive; ? = inconclusive; nt = no result given. Rule as the data show it, unless noted: active = inhibition above about 30%; inconclusive = no clear call, values can overlap the other calls; inactive = below that.

SMILES | Yp Topo-I inh | CCHF vOTU inh | FadD28 binding | BoNT-F LC inh | PfHsp40 rescue | Anthrax LF prot | PrPC surface inh | TcdB inh | BoNT-A LC inh2
CCOC(=O)C1(Cc2cccc(OC)c2)CCN(Cc2csc(C(C)=O)c2)CC1 | 19 | -2 | -2.2 | -2 | -0.4 | 1 | -3 | 1.2 | -0.9
CCN(CC)S(=O)(=O)c1ccc(-c2nnc(SCC(=O)Nc3nnc(C)s3)n2CC)cc1 | -7 | -8 | -1.1 | -4 | -1.0 | 8 | -1 | nt | 0.2
Cc1ccc(CNC(=O)CCc2ccc(S(=O)(=O)NCC(C)C)cc2)cc1 | -5 | 0 | -1.2 | -2 | 1.5 | -1 | 7 | 0.9 | 1.3
C/C(=N\NC(=O)c1ccc(CN(C)S(=O)(=O)c2ccc(C)cc2)cc1)c1ccc(OC(F)F)cc1 | 5 | -8 | -3.1 | -1 | -1.2 | 0 | -4 | -1.7 | 0.0
COc1ccc(C2=CC(c3ccc(Cl)cc3)n3cnnc3N2)cc1OC (stereo not given) | 17 | 2 | 2.0 | 11 | 0.1 | 4 | -2 | nt | 1.8
CCCCn1nc(C(=O)Nc2ccc3c(c2)OCO3)c2ccccc2c1=O | 20 | 9 | -3.3 | -7 | 4.1 | -2 | -6 | -0.3 | -0.5
CC(=O)Nc1ccc(OC(=O)c2cccnc2)cc1 | -3 | -2 | -3.5 | 13 | -1.9 | 1 | 2 | nt | 0.8
Cc1cc(C)nc(SCC(=O)Nc2ncc(C(F)(F)F)cc2Cl)n1 | 4 | -11 | 0.0 | -5 | -0.1 | 0 | -6 | nt | -0.9
COc1ccc(NC(=O)Nc2ccc3nc([C@@H]4O[C@H](CO)[C@@H](O)[C@H](O)[C@H]4O)[nH]c3c2)cc1OC1CCCC1 | -5 | 6 | -2.5 | -4 | nt | -5 | -5 | 0.8 | -0.7
Cc1ccc(NC(=O)c2cccnc2)cc1C | 5 | 9 | -3.0 | ? | -0.6 | -9 | -5 | 1.5 | -1.3
Cn1c(SCC(=O)OCc2ccccc2)nnc1-c1ccco1 | -2 | 6 | -0.7 | -2 | -0.9 | -7 | -6 | nt | 1.1
O=C(NC1CCCC1)C1c2ccccc2C(=O)N1C1CCCCC1 (stereo not given) | 2 | 20 | -1.2 | 1 | 0.2 | 0 | 5 | nt | 1.6
CCCCNC(=O)CCCCCNS(=O)(=O)c1ccc(Br)cc1 | -12 | 6 | -2.1 | -4 | 0.6 | -3 | 9 | -2.3 | 0.3
CCN1CCc2c(sc(NC(=O)c3cc4ccccc4cc3OC)c2C(N)=O)C1 | -10 | -9 | -4.3 | -2 | 2.1 | 0 | -5 | -0.1 | 2.7
NC(=O)c1ccc(NC(=O)CNc2cc(S(=O)(=O)N3CCOCC3)ccc2N2CCCC2)cc1 | 0 | -8 | 0.2 | 0 | 0.9 | -2 | 4 | 0.9 | -0.7
Cc1sc2c(c1C)c(=O)n(-c1ccc(Cl)cc1)c(=O)n2Cc1cc(=O)n2ccccc2n1 | -11 | -12 | 0.7 | 3 | -1.3 | -11 | 2 | nt | -1.1
CCC(C)NC(=O)Cn1nc(C(F)(F)F)c2c1CCC2 (stereo not given) | -8 | -11 | 0.3 | -2 | 0.3 | -2 | 2 | 0.1 | -1.0
Cc1cc(N2C(=O)C3CCCN3C2c2sccc2C)no1 (stereo not given) | -5 | 0 | 0.2 | -1 | -2.0 | 2 | -3 | nt | 1.4
COc1ccc(N2CCN(c3ccc(NC(=O)NN)cc3)CC2)cc1 | 3 | 2 | -1.2 | ? | 3.8 | 0 | -4 | 0.5 | 2.0
COc1ccc(OC)c(NP2(=O)OCC(C)([N+](=O)[O-])CO2)c1 (stereo not given) | 0 | 0 | -1.0 | 4 | -0.6 | 4 | 6 | 0.1 | -0.4
c1ccc(NC2=NCCN2CCC2CCCC2)cc1 | 1 | 9 | -3.4 | -2 | -1.1 | 3 | -2 | 0.5 | -0.4
CC(C)C(C(=O)NCc1ccccc1)N(CC1CCCO1)C(=O)CNS(=O)(=O)c1ccccc1 (stereo not given) | 8 | 2 | -3.9 | 0 | 0.0 | 0 | 5 | -0.4 | 0.0
C[C@]12CCC3C(CC[C@H]4C[C@@H](O)CC[C@]34C)C1C[C@@H](Br)[C@H]2O (stereo not given in full) | -1 | -3 | -4.4 | -7 | nt | -8 | 0 | 0.0 | 0.2
CC(C)NC(=O)CC1(C(=O)NCc2ccc(Cl)cc2)CCCC1 | -3 | -15 | -6.1 | 10 | -0.8 | -9 | 0 | 1.0 | 1.4
Cc1ccccc1OCCNC(=O)c1ccccc1Sc1ccccc1C#N | 34 | 9 | -0.4 | 2 | 4.5 | 0 | 7 | nt | -0.1
COC(=O)c1ccccc1NC(=O)C1COc2ccccc2O1 (stereo not given) | -1 | 4 | 0.7 | 9 | 3.0 | -3 | 2 | nt | -0.4
Cc1c(C(N)=O)sc2ncn(CC(=O)N3CCC(C)CC3)c(=O)c12 | -8 | 6 | -2.2 | 1 | -0.4 | -6 | -3 | nt | 0.9
O=C(CSc1nnc(SCC(=O)c2ccco2)s1)c1ccco1 | 7 | 1 | -4.8 | -31 | 0.2 | -1 | 6 | nt | -0.2
COc1ccc(-c2c[nH]c(=O)[nH]c2=O)cc1OC | 0 | -8 | 2.4 | 1 | -0.9 | 0 | -5 | -0.2 | -0.2
Cc1nnc(SC(C)C(=O)NC2CCCCC2C)s1 (stereo not given) | -8 | 10 | -0.2 | -10 | -1.1 | 1 | 9 | 2.8 | -1.5
O=C(NC1CCCCCC1)c1nnc(Cc2ccc(Cl)cc2)o1 | 10 | 10 | -0.1 | -7 | -1.1 | -6 | 6 | 2.4 | -1.0
Cc1cccc(C)c1N1C(=O)CC(Sc2ccccc2N)C1=O (stereo not given) | -3 | -7 | -0.3 | -4 | nt | -2 | -9 | 5.9 | -0.1
O=C(c1ccc(F)cc1)C1CCN(Cc2cn[nH]c2-c2ccc(F)cc2)CC1 | 3 | 22 | 0.0 | 5 | -0.5 | 2 | 2 | -0.9 | -0.2
O=C(OCC(=O)N1CCN(C(=O)COC(=O)c2ccncc2)CC1)c1ccncc1 | -1 | 15 | -2.3 | -19 | 1.0 | -1 | -3 | nt | -0.5
CC(C)[C@@H]1CN=C(N)N1C[C@@H]1CCCN1C[C@H](C)N1C[C@@H](Cc2ccccc2)N(CCc2ccc(Cl)c(Cl)c2)C1=N | -10 | nt | -3.5 | -14 | 3.9 | -5 | nt | nt | -0.3
CCn1c(=O)cc(OCC(=O)NC2CC2)c2ccccc21 | 3 | 10 | -2.6 | 6 | 1.0 | 3 | 6 | -0.1 | 1.8
CC(C)[N+](C)(CCC(C(N)=O)(c1ccccc1)c1ccccc1)C(C)C | -4 | -2 | -3.3 | -2 | 1.7 | -3 | 0 | 1.1 | -0.3
COc1cccc(C2CC(c3ccccc3Cl)Nc3nc(N)nn32)c1 (stereo not given) | -1 | -2 | -0.1 | nt | -1.2 | nt | 3 | nt | nt
CCOc1ccc(Cl)cc1-c1cc(C(=O)Nc2ccc(F)cc2)[nH]n1 | 0 | 2 | -2.2 | -3 | nt | 10 | -1 | 0.6 | 0.7
CN(CC(=O)Nc1c(Cl)cccc1Cl)C(=O)c1cccn1C | -1 | 11 | -1.2 | -4 | 0.3 | 1 | 2 | 0.7 | 0.1
OCC[C@@H]1C[C@H](O)[C@@H](O)[C@@]2(CCCO2)O1 | 0 | -5 | -0.3 | -1 | 3.1 | 1 | -3 | 2.1 | -0.5
Cc1ccc(NS(=O)(=O)c2cc(C(=O)NCc3ccncc3)ccc2C)cc1 | -5 | -6 | -4.2 | 2 | -0.7 | 0 | 11 | -3.2 | -2.7
O=C(NCCCc1ccccc1)c1cccc(NC(=O)C2CCC2)c1 | -4 | 25 | -3.5 | -12 | 1.1 | -2 | 6 | 0.7 | -0.6
CCOCCCNC(=O)c1ccccc1SC | -3 | 0 | -4.7 | 3 | 0.6 | -1 | 4 | nt | 0.2
CCCn1cc(CN2CCN(Cc3ccc(C)o3)C(CCO)C2)c(C)n1 (stereo not given) | 4 | -3 | -3.4 | -5 | -0.7 | 0 | -3 | 0.8 | -0.5
CC1=C(C(=O)Nc2ccccc2)C(c2cccs2)NC(=O)N1 (stereo not given) | -1 | 7 | -3.4 | -1 | -0.5 | -7 | -3 | 0.4 | -0.1
COC(=O)c1sccc1NC(=S)N1CCCCC1 | 8 | 1 | -4.0 | -3 | -1.3 | -1 | 2 | nt | 0.3
CC(=O)c1ccc(S(=O)(=O)N2CCN(CCOc3ccccc3)CC2)cc1 | 16 | -1 | -3.3 | -12 | -1.6 | 3 | 1 | 3.3 | -1.1
CC(C)(C)OC(=O)N[C@H](C(=O)OC(C)(C)C)c1ccc2c(c1)OCO2 | 6 | -2 | -0.8 | 1 | 0.1 | 2 | 5 | -2.8 | 1.0
CCN1C[C@@H]2[C@@H]3C(=O)N(C)C(=O)[C@@H]3[C@](C)(C1=O)N2C(=O)c1ccccc1 | 6 | -5 | 0.1 | 0 | -1.2 | -2 | -6 | 1.3 | 0.0
Nn1cnc2c(ncn2C2OC(CO)C(O)C2O)c1=O (stereo not given) | 1 | 2 | -2.7 | 2 | nt | 13 | -11 | -0.4 | -0.5
CCc1ccc(Nc2ccc(C(N)=O)cc2[N+](=O)[O-])cc1 | -6 | 11 | -0.8 | -1 | 0.3 | -1 | -42 | 0.6 | -0.2
COC(=O)c1ccccc1NC(=O)N1c2ccccc2CC1C (stereo not given) | 3 | 12 | -2.9 | 2 | 1.1 | -3 | -8 | -2.0 | ?
COc1cccc(NC(=O)CCC2CCN(C(=O)C(OC)c3ccccc3)CC2)c1 (stereo not given) | 7 | -2 | -1.7 | 0 | nt | -2 | 4 | 1.2 | 0.0
Fc1cccc(CSc2ccc3nnc(-c4ccccn4)n3n2)c1 | 4 | -8 | -2.2 | 2 | -0.1 | -3 | 2 | 1.1 | 0.3
Cc1ccc(CC(=O)N2CCN(C(=O)C3CCCO3)CC2)cc1 (stereo not given) | 7 | 7 | 1.2 | -2 | -2.2 | 3 | -13 | 0.1 | 1.4
COc1ccc(C2=Cc3ccc(OC(C)=O)cc3OC2)cc1 | 12 | -6 | -4.5 | -5 | -0.3 | -6 | 7 | 0.6 | -0.1
CNC(=O)Oc1ccccc1C1CCCCC1 | -3 | 8 | 1.9 | -5 | 0.8 | -2 | -3 | -0.1 | -0.5
O=C(COC(=O)c1cc(Cl)cc(Cl)c1)NCc1ccco1 | 13 | -10 | -1.2 | -4 | 0.1 | 6 | 5 | 0.6 | 0.2
CCCCOc1ccc(C2OC34CCCCC3C(C#N)(C#N)C2(C#N)C(=N)O4)cc1 (stereo not given) | 12 | nt | ? | 14 | 0.4 | -2 | nt | nt | 1.3
O=C(Nc1ccccc1C(=O)NCc1ccco1)c1ccco1 | 3 | 1 | 1.2 | -4 | -0.4 | -1 | -7 | 0.5 | -2.5
CCSCCOC(=O)C1=C(C)NC2=C(C(=O)CCC2)C1c1coc2ccccc2c1=O (stereo not given) | 18 | 9 | -1.5 | 2 | -0.4 | 0 | -13 | nt | 0.9
CCOc1ccc(C(CC(=O)O)NC(=O)CCCOc2ccc(Cl)cc2C)cc1 (stereo not given) | 19 | -5 | -0.7 | -8 | -0.4 | -3 | 1 | 0.2 | 1.3

Of the compounds above, 4 have two or more sulfur atoms.
SMILES | Yp Topo-I inh | CCHF vOTU inh | FadD28 binding | BoNT-F LC inh | PfHsp40 rescue | Anthrax LF prot | PrPC surface inh | TcdB inh | BoNT-A LC inh2
CCN(CC)S(=O)(=O)c1ccc(-c2nnc(SCC(=O)Nc3nnc(C)s3)n2CC)cc1 | -7 | -8 | -1.1 | -4 | -1.0 | 8 | -1 | nt | 0.2
O=C(CSc1nnc(SCC(=O)c2ccco2)s1)c1ccco1 | 7 | 1 | -4.8 | -31 | 0.2 | -1 | 6 | nt | -0.2
Cc1nnc(SC(C)C(=O)NC2CCCCC2C)s1 (stereo not given) | -8 | 10 | -0.2 | -10 | -1.1 | 1 | 9 | 2.8 | -1.5
COC(=O)c1sccc1NC(=S)N1CCCCC1 | 8 | 1 | -4.0 | -3 | -1.3 | -1 | 2 | nt | 0.3

Screening results deposited in PubChem BioAssay by several laboratories.
